# PME-1 inh: PME-1 (human) inhibition. Q9Y570. recombinant PME-1, FP-Rh probe fluorescence polarization. inhibition, % at 5.9 µM. 320,000 tested, 0.53% active. AID 2130;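 active = inhibition above the campaign mean of all compounds plus 3 SD, cut at about 26% in these data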;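 note: competitive labeling of PME-1 active site by serine hydrolase directed probe; 0% = PME-1 with DMSO and 100% = wells lacking PME-1 enzyme; inhibitors block probe labeling so polarization falls and inhibition rises; many of its hits are not listed in these tables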
# Target sequence (Q9Y570 whole entry, looked up): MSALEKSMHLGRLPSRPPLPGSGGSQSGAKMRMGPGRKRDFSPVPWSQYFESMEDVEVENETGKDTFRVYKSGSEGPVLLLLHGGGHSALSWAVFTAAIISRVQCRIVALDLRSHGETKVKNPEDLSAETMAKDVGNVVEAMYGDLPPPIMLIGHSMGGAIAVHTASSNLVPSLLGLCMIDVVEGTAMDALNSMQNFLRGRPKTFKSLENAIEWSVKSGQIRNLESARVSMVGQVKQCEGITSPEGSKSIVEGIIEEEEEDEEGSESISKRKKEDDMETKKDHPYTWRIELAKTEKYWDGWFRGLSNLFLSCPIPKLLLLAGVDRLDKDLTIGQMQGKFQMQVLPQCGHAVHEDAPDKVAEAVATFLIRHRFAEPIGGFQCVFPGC
# PAFAH1B2 inh: blocks human PAF acetylhydrolase 1b catalytic subunit 2. P68402. inhibition, % at 3.39 µM. recombinant PAFAH1B2, FP-rhodamine activity probe, fluorescence polarization. 340,000 tested, 1.2% active. AID 492953;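 active = inhibition above the mean of all tested compounds plus 3 SD, cut at about 24% in these data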;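 note: 0% = enzyme with DMSO and 100% = wells lacking PAFAH1B2; many of its hits are not listed in these tables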
# PAFAH1B3 inh: blocks human PAF acetylhydrolase 1B catalytic subunit 3; Q15102; recombinant PAFAH1B3, FP-rhodamine probe, fluorescence polarization; inhibition, % at 3.39 µM; 340,000 tested, 0.28% active;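 active = inhibition above the screen-wide average of all tested compounds plus 3 SD, cut at about 25% in these data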;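 note: 0% = enzyme with DMSO only and 100% = wells lacking PAFAH1B3 protein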
# Target sequence (Q15102 whole entry, looked up): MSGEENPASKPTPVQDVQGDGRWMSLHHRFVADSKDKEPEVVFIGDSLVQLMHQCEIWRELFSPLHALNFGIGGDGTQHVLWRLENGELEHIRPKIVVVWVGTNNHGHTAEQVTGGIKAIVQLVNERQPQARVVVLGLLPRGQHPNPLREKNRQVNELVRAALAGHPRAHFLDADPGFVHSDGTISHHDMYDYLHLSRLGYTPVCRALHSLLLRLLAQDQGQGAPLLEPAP
# PAD4 FP inh: PAD4 (human) enzyme inhibition; 330,000 tested, 0.41% active; AID 485272; recombinant PAD4, RCA probe fluorescence polarization; inhibition, % at 6.36 µM; Q9UM07;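 active = percent inhibition above a cutoff equal to the mean of all tested compounds plus 3 SD, cut at about 15% in these data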;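 note: 0% = PAD4 with RCA probe and DMSO and 100% = probe without PAD4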
# PAFAH2 FP inh: inhibitors of human PAFAH2; AID 492956; recombinant PAFAH2, FP-rhodamine activity probe, fluorescence polarization; inhibition, % at 3.39 µM; 340,000 tested, 0.99% active;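 active = inhibition above the mean over all tested compounds plus 3 SD, cut at about 30% in these data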;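 note: inhibitors block probe labeling of enzyme so polarization drops; 0% = enzyme with DMSO and 100% = wells lacking PAFAH2 protein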
# pPAFAH inh: inhibitors of human plasma PAF acetylhydrolase (pPAFAH) | inhibition, % at 3.39 µM | Q13093 | 330,000 tested, 1.5% active | recombinant pPAFAH, FP-rhodamine probe fluorescence polarization;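 active = inhibition above the mean inhibition across the screen plus 3 SD, cut at about 25% in these data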;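 note: inhibitors block binding of the rhodamine activity-based probe so polarization drops; 0% = enzyme with DMSO and 100% = wells lacking pPAFAH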
# LYPLA1 inh: counter-screen for PME1 inhibitors: inhibitors of human LYPLA1 | O75608 | recombinant LYPLA1, FP-Rh probe fluorescence polarization | inhibition, % at 5.9 µM | 320,000 tested, 0.16% active | AID 2174;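 active = inhibition above the mean of all tested compounds plus 3 SD, set per campaign, cut at about 14% in these data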;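 note: inhibitors block serine hydrolase probe labeling of LYPLA1 so polarization falls; 0% = enzyme with DMSO and 100% = wells lacking LYPLA1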
# GSTO1 counter: blocks human GSTO1 in RBBP9 counter-screen; 300,000 tested, 1.1% active; recombinant GSTO1, activity-based probe fluorescence polarization; inhibition, % at 5.96 µM; P78417;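 active = inhibition above the campaign mean inhibition plus 3 SD, cut at about 35% in these data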;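 note: 0% = GSTO1-1 with DMSO and 100% = wells lacking GSTO1-1 enzyme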
# Target sequence (P78417 whole entry, looked up): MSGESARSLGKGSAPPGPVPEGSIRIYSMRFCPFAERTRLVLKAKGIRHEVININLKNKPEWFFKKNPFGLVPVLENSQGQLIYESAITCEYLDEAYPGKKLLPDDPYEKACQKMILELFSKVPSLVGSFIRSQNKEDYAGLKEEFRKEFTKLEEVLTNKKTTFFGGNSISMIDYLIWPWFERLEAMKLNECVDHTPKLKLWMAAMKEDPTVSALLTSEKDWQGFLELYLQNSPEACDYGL
# LYPLA2 counter: LYPLA2 (human) inhibition in PME1 counter-screen; O95372; recombinant LYPLA2, FP-Rh probe fluorescence polarization; inhibition, % at 5.9 µM; 320,000 tested, 0.38% active; AID 2177;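 active = inhibition above the screen-wide mean plus 3 SD, limit set per campaign, cut at about 26% in these data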;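 note: 0% = LYPLA2 with DMSO and 100% = wells lacking LYPLA2 enzyme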
# Target sequence (O95372 whole entry, looked up): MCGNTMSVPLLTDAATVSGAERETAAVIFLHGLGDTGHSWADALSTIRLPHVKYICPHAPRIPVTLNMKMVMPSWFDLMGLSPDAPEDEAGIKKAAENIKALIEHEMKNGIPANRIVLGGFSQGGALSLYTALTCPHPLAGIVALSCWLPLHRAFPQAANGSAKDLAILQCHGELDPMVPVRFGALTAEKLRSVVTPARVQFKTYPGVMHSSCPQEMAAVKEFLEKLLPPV
# * marks the source's active call; other numbers are inactive results; / = not tested or not shown; & = joins results of further samples. The list is partial (hit frequency here may not be typical).
SMILES,PME-1 inh,PAFAH1B2 inh,PAFAH1B3 inh,PAD4 FP inh,PAFAH2 FP inh,pPAFAH inh,LYPLA1 inh,GSTO1 counter,LYPLA2 counter
COc1ccc(-n2c(=O)c3ccccc3n(CC(=O)Nc3cccc(OC)c3)c2=O)cc1,0,2,7,-1,3,4,-1,3,-4
CCOC(=O)c1c(C)sc2c1N(C(=O)CN(CC)CC)c1ccccc1S2,9,4,11,-3,9,2,2,9,1
COc1ccc(OC)c(NC(=O)CSc2nc(O)cc(=O)n2CC(C)C)c1,/,0,10,-2,5,21,/,/,/
COC(=O)c1ccccc1NC(=O)CSc1ccccn1,-3,-1,12,5,-3,3,1,-3,5
COc1cccc(/C=N/NC(=O)CCn2cnc3ccccc32)c1,3,6,4,0,1,2,0,5,-4
O=C1c2ccc(-c3ccc(F)cc3OCc3ccccc3)cc2S(=O)(=O)c2cccc(C(=O)N3CCCC3)c21,3,12,5,17*,8,46*,3,/,18
c1ccc2sc(-c3ccncc3)nc2c1,2,1,8,1,3,5,0,4,6
CCCC1CCc2c(c3ccccc3[nH]c2=O)O1 (stereo not given),1,4,6,4,5,7,-5,-12,-1
COc1ccc(NC(=O)c2sc3ncnc(N4CCN(c5ccccn5)CC4)c3c2C)cc1Cl,-36,-7,-9,-4,-29,-12,-31,-35,-47
CN(Cc1ccc(F)cc1)C(=O)CN1C(=O)c2ccccc2S1(=O)=O,/,6,6,-10,-2,0,/,/,/
CCCC(=O)OCCNc1cc(SCc2ccco2)c2nonc2c1[N+](=O)[O-],4,4,5,4,7,78*,-7,23,-6
CCOC(=O)N1CCN(C(=O)Cn2cc3c(n2)CCCC3)CC1,0,4,-1,-4,5,0,-2,5,1
CC1C(=O)CC(c2ccccc2)NC1c1ccccc1 (stereo not given),0,1,4,-1,-10,4,0,6,1
O=C(CO)N/N=C/c1ccccc1F,-8,8,6,-1,10,-11,-5,3,-8
COc1ccc(/C=C2\NC(=S)N(CC3CCCO3)C2=O)c(OC)c1 (stereo not given),5,-2,2,2,2,8,2,0,2
CSCC(C)N1CCC(n2nccc2NC(=O)CCCc2ccccc2)CC1 (stereo not given),-3,2,5,-4,-5,0,0,2,0
Cc1ccc(NC(=O)COC(=O)CCc2ccc(S(=O)(=O)N3CCOCC3)cc2)c(C)c1,3,9,1,4,4,9,-2,1,-10
CCOC(=O)CC[C@H](NC(=O)Cn1cnc2c(SC)nc(N)nc21)C(=O)OCC,/,4,6,-4,9,0,/,/,/
COC(=O)CCN(Cc1cc(OC)ccc1OC)S(=O)(=O)c1ccccc1Br,/,2,7,-9,2,5,/,/,/
COc1ccc(C(O)c2coc3ccc(O)c(CN(C)C)c23)cc1 (stereo not given),-4,4,3,-2,10,0,3,-2,10
Cc1ccc(NC(=O)CSc2nnc(CN3CCOCC3)n2C)cc1C,3,-2,3,-4,-5,3,-1,4,-2
COc1ccc(NC(=O)c2ccc(F)cc2)cc1S(=O)(=O)Nc1cc(C)ccc1Br,-52,-1,-7,-7,-30,-1,-29,-10,-65
Cn1c(C(=O)NC2CCCCCC2)cc2c(=O)n(C)c3ccccc3c21,2,-6,12,-1,24,13,0,2,0
O=C(NCC1CC1)NC(=O)c1c(F)cccc1Cl,-2,5,5,0,9,-4,2,-1,-2
Cn1c(-c2cccc(Br)c2)n[nH]c1=O,-2,/,/,2,/,0,0,-10,2
CCOC(=O)N1CCN(C(=O)c2ccccc2SCC(=O)NCC2CCCCC2)CC1,1,3,6,-4,-3,-2,-1,-1,0
CCN(C[C@H]1N[C@@](C)(C(=O)OC)[C@H]2C(=O)N(Cc3ccccc3)C(=O)[C@@H]12)C(=O)NC(C)C,/,6,7,-8,-5,2,/,/,/
Cc1ccnc(NC(=O)c2ccc(S(=O)(=O)N3CCCC3)cc2)c1,-2,0,1,1,2,6,1,4,4
C=CCn1cc(C(=O)N2CCN(CC)CC2)c(=O)c2cc(S(=O)(=O)N(CC)CC)ccc21,-4,1,3,-4,-9,2,-1,0,-1
CSCC(=O)Nc1ccc(F)c(Cl)c1,-5,5,1,-5,1,-3,-2,28,0
CCO[C@H]1OC(C(=O)N2CCCCCCC2)=C[C@@H](C2CCCCC2)[C@@H]1CCCO,-4,3,-2,1,2,6,-2,-4,-4
CCc1nc(SCC(=O)Nc2ccc(N(C)C)cc2)c2ccccc2n1,0,1,2,3,-5,9,-2,3,-2
CC(Sc1n[nH]c(=O)[nH]c1=O)C(=O)OCc1ccccc1 (stereo not given),-4,2,15,-1,-7,4,3,3,6
Cc1cccc(C)c1NC(=O)NC1(C(=O)NCCN2CCOCC2)CCCCC1,-6,2,11,3,6,8,1,-1,1
O=C(Nc1ccc2c(c1)N(S(=O)(=O)c1cccs1)CCC2)c1c(F)cccc1F,-9,-3,1,5,-9,1,-7,-41,-12
O=[N+]([O-])c1cc(C(F)(F)F)ccc1N1CCCC(O)C1 (stereo not given),-4,6,2,-4,7,-4,-3,4,1
O=S(=O)(c1ccc(OCC(O)CNCc2ccco2)c(Cl)c1)N1CCOCC1 (stereo not given),2,7,0,3,1,7,-1,-2,3
Cc1ccc(C)c(N(C(=O)c2nsc(Cl)c2Cl)C(C(=O)NC2CCCC2)c2ccc(O)cc2)c1 (stereo not given),5,-1,0,-3,0,-2,0,-4,-3
COc1cccc(N2CCN(C(=S)Nc3ccccc3OC)CC2)c1,-6,3,6,-1,3,0,4,-1,1
O=S(=O)(/N=C(/Nc1ccc(Cl)c(S(=O)(=O)Nc2ccccc2Cl)c1)c1ccc(F)cc1)c1ccccc1,10,9&5,0&-12,0,2&-5,1,-7,-8,-12
CN1CCN(c2nnc(-c3cccs3)c3ccccc23)CC1,-6,0,6,-9,0,6,-5,-4,2
CCOc1nc(SCCOc2ccc(C)cc2)nc(N(C)C)n1,-8,7,4,-1,0,3,1,-1,-3
COc1ccc(CCNC(=O)c2cc(C)oc2C)cc1OC,-3,3,-6,-6,-14,-2,1,-9,-3
CCOc1ccc(OCC)c(NC(=O)CSc2nc3c(c(=O)n(C)c(=O)n3C)n2C(C)C)c1,6,5,2,0,-1,6,-5,5,-2
CC(=O)C1=C(c2ccccc2)NC(=S)NC1c1ccc(O)c(O)c1 (stereo not given),4,-3,11,0,3,20,0,45*,4
O=C(COC(=O)/C=C/c1cccc(F)c1)NC(=O)NCc1ccccc1,/,2,7,0,-10,-1,/,/,/
Cc1nc(N)sc1N=Nc1ccccc1C(F)(F)F,3,3,12,3,-2,42*,8,3,5
CCOC(=O)C(=O)/C(=C\N(C)C)c1onc(-c2ccccc2Cl)c1C(=O)OC,-2,7,1,-1,6,3,-1,-12,1
COc1ccccc1CC(=O)c1ccc(OCc2ccccc2)cc1,4,0,-12,-4,7,8,-4,0,-4
COc1cc2c(cc1OC)C(c1ccccc1)=NCC2,3,0,-4,3,2,4,5,4,3
COc1c(Cl)cc(Cl)cc1C(=O)Nc1ccc(C(=O)O)cc1,3,5,-1,-3,-7,6,-5,13,-3
Cc1ccc(C)c(C(=O)N2CCC(n3nccc3NC(=O)C3CC3)CC2)c1,1,-2,6,-8,-6,10,-3,1,0
COc1ccc(C(CC(=O)N2CCCC(C)C2)c2c(OC)cc(OC)c3c(-c4ccccc4)cc(=O)oc23)cc1 (stereo not given),-6,-4,4,-2,11,12,-7,-6,-10
CCCS(=O)(=O)C/C(N)=N/OC(=O)c1ccccc1Cl,0,/,/,-1,/,5,0,-9,-6
CCOC(=O)c1c(CSc2ccsc2)n(C)c2cc(Br)c(O)c(CN(C)C)c12,-1,5,-2,3,-1,3,-1,7,-1
C=CCSc1nc(N)c2c3c(sc2n1)CN(C)CC3,1,2,9,-1,5,0,-2,0,1
COc1ccc(Cl)cc1N(C)C(=O)CCNC(=O)Cn1cnc2ccccc2c1=O,-3,-5,-2,1,0,-1,-4,3,3
COc1ccc(-n2nnnc2/C=C\Nc2ccc(C)cc2)cc1,0,-2,1,-2,-3,-1,1,-5,-6
CC[C@]1(C(=O)OC)[C@H]2C(=O)N(C)C(=O)[C@H]2[C@H]2CN=C(SCc3ccc(OC)cc3)N21,/,-1,6,0,0,0,/,/,/
CCN(CC)S(=O)(=O)c1ccc(C(=O)OCC(=O)N2CCN(C(=O)c3ccco3)CC2)cc1,-3,1,0,1,11,8,0,-1,3

# Three consecutive compounds out of the list so far:
SMILES,PME-1 inh,PAFAH1B2 inh,PAFAH1B3 inh,PAD4 FP inh,PAFAH2 FP inh,pPAFAH inh,LYPLA1 inh,GSTO1 counter,LYPLA2 counter
COc1ccc(C(CC(=O)N2CCCC(C)C2)c2c(OC)cc(OC)c3c(-c4ccccc4)cc(=O)oc23)cc1 (stereo not given),-6,-4,4,-2,11,12,-7,-6,-10
CCCS(=O)(=O)C/C(N)=N/OC(=O)c1ccccc1Cl,0,/,/,-1,/,5,0,-9,-6
CCOC(=O)c1c(CSc2ccsc2)n(C)c2cc(Br)c(O)c(CN(C)C)c12,-1,5,-2,3,-1,3,-1,7,-1

# (more compounds)
SMILES,PME-1 inh,PAFAH1B2 inh,PAFAH1B3 inh,PAD4 FP inh,PAFAH2 FP inh,pPAFAH inh,LYPLA1 inh,GSTO1 counter,LYPLA2 counter
O=C1/C(=C\c2ccco2)CCC/C1=C\c1ccco1,-4,-2,-2,-3,12,17,-3,6,-6
Cc1cccc(OCCSc2nc3ccccc3n2CC(=O)O)c1,-1,1,6,-5,-2,0,0,1,-6
CSC(=CC(=O)c1ccc(F)cc1)SC,-9,6,3,1,5,1,0,5,4
CCN(CC)NC(=S)Nc1ccccc1,3,-3,-4,2,-10,5,0,-1,-1
CC1CN(S(=O)(=O)c2ccc(Cl)c(S(=O)(=O)N3CC(C)OC(C)C3)c2)CC(C)O1 (stereo not given),5,8,2,2,-8,1,7,0,9
COc1ccc(CN2CC(C(=O)N3CC(C)CC(C)C3)CC2=O)cc1 (stereo not given),1,-2,-6,-1,1,4,-2,-2,4
CN1CCN(c2ccccc2NC(=O)Cc2cn(C)c3ccccc23)CC1,1,-1,3,2,-9,0,-1,-3,0
Cn1c(-c2csc(-c3ccccc3)n2)n[nH]c1=S,-2,2,6,0,6,1,-5,2,-5
Cn1c(=O)c2c(nc(OCc3cccnc3)n2Cc2c(F)cccc2Cl)n(C)c1=O,0,1,9,-3,-2,0,0,4,-2
CCOc1ccc(-c2cc(C(=O)N3CCN(c4ccccn4)CC3)c3ccccc3n2)cc1,-1,-3,2,1,-11,-2,-5,3,1
CC(C)OC(=O)/C(=C/c1ccco1)c1ccccc1,-3,1,0,3,1,3,-3,1,-1
C/C=C\C=C\C(=O)N1CC2(CC(c3cccc(NC(=O)CC(c4ccccc4)c4ccccc4)c3)=NO2)C[C@H]1C(N)=O (stereo not given in full),-14,2,-9,-7,-22,3,-7,-15,-14
O=C(NC(c1ccc(Cl)cc1)c1cc(Cl)c2cccnc2c1O)c1cccnc1 (stereo not given),-5,4,11,1,-7,22,-1,0,1
Cc1ccnc(NS(=O)(=O)c2ccc(NS(=O)(=O)Cc3ccccc3)cc2)n1,1,7,3,4,12,10,0,3,3
CCOC(=O)N1CCN(C(=O)C(NC(=O)c2ccc(C(C)(C)C)cc2)C(C)C)CC1 (stereo not given),-3,1,-3,-2,-7,2,2,/,2
COc1ccccc1CNS(=O)(=O)c1cc(-c2cc(C)no2)ccc1C(C)C,7,0,9,-7,-1,-3,-2,-16,-8
O=C(c1ccc(CS(=O)(=O)c2ccc(Br)cc2)o1)N1CCCCCC1,-2,12,5,1,6,0,2,2,-3
